HepG2 viability = kills HepG2 cells in TGF-b inhibitor counter-screen; HepG2 CAGA-GFP viability, ATP luminescence, 18 h; Potency, µM (doses to about 46.1 µM), for the others: at the top dose activity change, negative = cytotoxicity, usual class: cytotoxic; 410,000 compounds, 0.76% hits; AID 588856; note: potency is the fitted concentration of half-maximal effect; some results filed as inactive show a strong effect at the top dose
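CellTiter-Glo luminescence gave cytotoxicity after 18 hours at 37 degrees C. The cells were HepG2 CAGA-GFP in 1% FBS DMEM, stimulated with 500 pg/mL TGF-beta after compound addition. %Activity was normalised to no-cell wells (complete cell-killing) and DMSO (no toxicity), and curves were fitted and classified.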
ATXN viability = cell viability loss in ATXN counter-screen; S2 cells (HEK-293 line with an ATXN2-luciferase reporter) viability, CellTiter-Fluor protease fluorescence, 24 h; Potency, µM (titrated, usually from 56.7 µM), usual class: cytotoxic; 400,000 compounds, 0.49% hits; note: potency is the fitted concentration of half-maximal effect; nearly all actives have a fitted effect of over 40% in size
ATXN2 expr inh = ATXN2 expression inhibition. HEK-293 ATXN2-luciferase reporter, luminescence, 24 h. Potency, µM (series often up to 57 µM), without a hit: top-dose activity change, negative = inhibition, actives largely listed as inhibitors. AID 1745845. 360,000 compounds, 0.72% hits; note: potency is the fitted concentration of half-maximal effect; % is set by controls: 0 for no effect and ±100 for the full control effect; nearly all actives have a fitted effect of over 55% in size
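qHTS (up to 57 uM final) was run with 24 h compound exposure of reporter cells at 37 °C. Each well was multiplexed: SteadyGlo luminescence measured ATXN2-luciferase expression after a fluorogenic Gly-Phe-AFC viability readout (25 uM final).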
A549 viability = kills or reduces viability of A549 cells in Nrf2 counter-screen. Potency, µM (doses to about 46 µM), without a hit: top-dose activity change, negative = cytotoxicity, actives largely listed as inhibitors. 390,000 compounds, 0.16% hits. A549 ARE-Fluc cells, CellTiter-Fluor viability, 18-24 h; note: potency is the fitted concentration of half-maximal effect; % is set by controls: 0 for no effect and ±100 for the full control effect
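A549 ARE-Fluc cells in 5% FBS OPTI-MEM, 5000 cells/well, rested 2 h then exposed to compounds in concentration-response for 18-24 h at 37 °C. Viability by CellTiter-Fluor fluorescence (Ex 405/Em 525) after 30 min; luciferase luminescence (BugLite, 15 min, RT) read afterwards.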
IL2 activator = IL-2 activation. IL-2 activation reporter assay, cell-based qHTS; stimulated with anti-CD3/CD4/CD28 beads; in transgenic mouse T cells. activation, % (series mostly up to about 46 µM). 360,000 compounds, 0.065% hits. AID 652025; in the data active = activation above about 50%; inconclusive = mostly about 30% to 49%; note: 0% is about no effect
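Screening format: compound pinned onto unstimulated transgenic mouse T cells, 60 min incubation, then anti-CD3/anti-CD4/anti-CD28 bead stimulation for 18 hours at 37 degrees C, followed by EGFP and DsRed detection.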
Nrf2 block = blocks Nrf2 signaling | A549 ARE-Fluc reporter, luciferase luminescence, 18-24 h | 360,000 compounds, 2.1% hits | AID 504444 | Potency, µM (series often up to 46 µM), for inactives: at the highest dose activity change, negative = inhibition, hits mostly inhibitors; note: potency is the fitted concentration of half-maximal effect; % is set by controls: 0 for no effect and ±100 for the full control effect; nearly all actives have a fitted effect of over 60% in size
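A549 ARE_Fluc cells, 5000/well, 5% FBS OPTI-MEM; compounds in dose-response, 18-24 h at 37 °C/5% CO2; CellTiter-Fluor viability read (Ex 405/Em 525), then BugLite luciferase luminescence = Nrf2 activity.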
Nrf2 ARE act = activators of Nrf2 (ARE) signaling; AREc32 ARE-luciferase reporter (MCF7-derived line), luminescence, 24 h; Potency, µM (doses to about 46.1 µM), for the others: at the highest dose activation, most hits filed as activators; 410,000 compounds, 0.31% hits; AID 624171; note: potency is the fitted concentration of half-maximal effect; % of control where 0% means no effect; nearly all actives have a fitted effect of over 65% in size
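Each well held 1000 AREc32 cells, which were incubated with compound for 24 hr at 37 deg C after overnight attachment, and ARE reporter activity was quantified by firefly luciferase luminescence.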
TGFb inhibitor = TGF-b pathway inhibition | HepG2 CAGA-GFP TGF-b/SMAD3 reporter, GFP fluorescence, 18 h; TGF-beta stimulated, 500 pg/mL final | Potency, µM (top dose mostly 46.1 µM), for inactives: at the top dose activity, negative = inhibition, most hits filed as inhibitors | 410,000 compounds, 1.2% hits | AID 588855; note: potency is the fitted concentration of half-maximal effect; % is set by controls: 0 for no effect and ±100 for the full control effect; nearly all actives have a fitted effect of over 65% in size
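First, reporter cells (HEPG2 CAGA-GFP) rested 2 h at 37 degrees C. Next, compounds were pinned in and TGF-beta added to 500 pg/mL final. After 18 h, GFP was imaged per cell and summed per well.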
EPAC2 agonist = EPAC2 (human) agonism; Q8WZA2; 360,000 compounds, 0.079% hits; Potency, µM (series often up to 154 µM), for inactives: at the highest dose activation, actives largely listed as activators; EPAC2 activation, biochemical qHTS; response scale: 100% = 6.5 mM cAMP response; note: potency is the fitted concentration of half-maximal effect; nearly all actives have a fitted effect of over 50% in size
Target sequence (Q8WZA2 whole entry, looked up): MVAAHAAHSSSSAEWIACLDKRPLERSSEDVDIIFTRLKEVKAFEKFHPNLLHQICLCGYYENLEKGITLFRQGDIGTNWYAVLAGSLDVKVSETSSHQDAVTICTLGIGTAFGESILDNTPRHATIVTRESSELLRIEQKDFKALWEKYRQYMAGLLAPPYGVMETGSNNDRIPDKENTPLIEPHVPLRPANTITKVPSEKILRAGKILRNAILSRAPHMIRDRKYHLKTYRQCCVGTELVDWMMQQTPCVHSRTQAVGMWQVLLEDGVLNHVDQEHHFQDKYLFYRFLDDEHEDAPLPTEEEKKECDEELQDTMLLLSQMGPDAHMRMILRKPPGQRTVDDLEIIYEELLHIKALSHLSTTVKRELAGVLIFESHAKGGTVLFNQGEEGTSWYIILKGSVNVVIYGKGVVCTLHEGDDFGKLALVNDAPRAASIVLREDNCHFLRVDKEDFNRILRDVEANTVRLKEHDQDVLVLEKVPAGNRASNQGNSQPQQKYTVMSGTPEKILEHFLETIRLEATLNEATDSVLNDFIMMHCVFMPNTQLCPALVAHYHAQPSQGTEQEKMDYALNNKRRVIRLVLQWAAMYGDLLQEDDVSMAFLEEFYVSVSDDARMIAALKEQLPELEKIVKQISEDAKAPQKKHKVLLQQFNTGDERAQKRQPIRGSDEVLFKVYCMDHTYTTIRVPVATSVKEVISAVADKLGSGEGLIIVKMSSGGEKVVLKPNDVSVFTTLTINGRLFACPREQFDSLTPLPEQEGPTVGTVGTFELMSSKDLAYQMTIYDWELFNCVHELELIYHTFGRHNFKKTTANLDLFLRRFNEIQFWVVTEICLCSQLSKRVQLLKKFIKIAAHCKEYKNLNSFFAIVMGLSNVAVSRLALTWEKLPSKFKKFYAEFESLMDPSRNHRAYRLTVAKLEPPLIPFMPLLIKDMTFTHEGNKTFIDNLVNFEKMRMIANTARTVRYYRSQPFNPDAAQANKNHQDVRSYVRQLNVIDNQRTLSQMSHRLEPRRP
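Guanine nucleotide exchange by EPAC2 is measured as reduced fluorescence of BODIPY-GDP once it is released from 250 nM Rap1B. Plates are read kinetically for 30 min at room temperature; results are scaled to 6.5 mM cAMP.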
An asterisk follows results filed as active; i = inactive; ? = inconclusive; / = not tested or not shown; & = joins results of further samples; [ ] = remark or other dose. Unless noted, calls come from the whole dose curve; as a rule, active = well fitted curve in the direction sought with a large enough effect; inconclusive = small, poorly fitted or top-dose-only effect, or another doubt; inactive = no such curve, though single readings can be large; an effect the other way counts as inactive or inconclusive. This is a random part of the collection. Share with any hit: about 4.3%.

mol | HepG2 viability | ATXN viability | ATXN2 expr inh | A549 viability | IL2 activator | Nrf2 block | Nrf2 ARE act | TGFb inhibitor | EPAC2 agonist
Cc1onc(-c2ccccc2)c1C(=O)Nc1ccc(Cl)cn1 | -1% | ? | -22% | 0% | 1.4 | -13% | -0.4% | -5% | 1%
C=CCn1c(SCC(=O)NCc2ccc3c(c2)OCO3)nnc1C1CCCCC1 | -4% | i | 1% | 3% | -0.8 | -7% | 0.0% | -3% | -5%
CC1=NNC(=O)C1CCC(=O)N/N=C/C=C/c1ccccc1 (stereo not given) | -1% | i | 2% | -7% | -1.0 | -6% | -0.5% | 9% | 8%
Cc1ccc2nc(-c3cccnc3)c(NC3CCCC3)n2c1 | 6% | i | -13% | -9% | -3.7 | -2% | 2.3% | 9% | 0%
Cc1cc(C)cc(NC(=O)CN2CCN(C(=O)C3CCCO3)CC2)c1 (stereo not given) | 7% | i | 2% | -2% | -0.3 | -8% | 0.3% | 3% | 8%
CSc1nnc(-c2ccccc2)c(=O)[nH]1 | -31% | i | -2% | 0% | 8.3 | / | -0.8% | 33% | 5%
OC1c2c(F)cccc2N=C2CCCCN21 (stereo not given) | -6% | i | -3% | / | 0.3 | / | 0.6% | 19% | 4%
Oc1cccc(/C=N/Nc2cc(N3CCOCC3)nc(N3CCOCC3)n2)c1 | -58% | i | -3% | ? | -0.1 | -14% | 6.6% | 5% | 11%
COc1cccc(NC(=O)COc2ccc(Br)c(C)c2)c1 | -2% | ? | 38% | 9% | 0.1 | 26% | 1.1% | 2% | 12%
CC(NCCc1ccc(O)cc1)C(O)c1ccc(O)cc1 (stereo not given) | -16% | i | 1%&4% | -2% | 0.3 | 14% | -1.2% | 1% | 6%
CCOC(=O)N1CCN(c2nc3ccc(C)cc3n3cnnc23)CC1 | -12% | i | -8% | 1% | -3.2 | -15% | -0.2% | -3% | 8%
O=C(NCC(=O)N(c1ccccc1F)C(C(=O)NC1CCCC1)c1ccncc1)c1ccco1 (stereo not given) | -1% | i | -9% | 1% | 1.1 | -3% | 0.2% | 0% | 7%
CCCCNC(=O)C1(C)CCN1C(=O)c1c(F)ccc(C)c1F (stereo not given) | -16% | i | -2% | / | 0.2 | / | -0.1% | -14% | 17%
CCOC(=O)C1CCN(c2ncnc3c2c(-c2ccccc2)cn3-c2cccc(C)c2)CC1 | -28% | / | / | -3% | / | / | 3.7% | ? | /
COc1ccc(NC(=O)CSc2nc(N)cc(N)n2)cc1S(=O)(=O)N1CCCCC1 | 12% | i | 11% | -1% | 0.9 | -10% | -0.3% | 8% | 0%
COc1cc(C(=O)Oc2cc(C)cc(C)c2)cc(OC)c1OC | 11% | i | -5% | 0% | -0.3 | -5% | -0.1% | 8% | -13%
COc1ccc(N2CCN(CCCNC(=O)CN3C(=O)COc4ccccc43)CC2)cc1 | -6% | i | -3% | 15% | -2.9 | 3% | 2.1% | -1% | -3%
O=S(=O)(NCC1(N2CCOCC2)CCCCC1)c1ccc(F)c(F)c1F | -20% | i | -4% | 5% | 0.6 | -12% | -0.5% | 0% | -1%
CC(C)(C)OC(=O)CNC(=O)c1[nH]cnc1C(=O)NC1CCN(C(=O)OC(C)(C)C)CC1 | -1% | i | -12% | 0% | -0.5 | -7% | -0.7% | -3% | -4%
C=CCOC(=O)C1=C(C)NC(C)=C(C(=O)OCC=C)C1c1ccc(O)cc1 | -28% | / | / | 5% | 0.4 | 1% | 5.5% | -11% | 9%
O=S(=O)(c1ccc(Cl)cc1)c1ccccn1 | -1% | i | 1% | 8% | -1.6 | 0% | -0.4% | -3% | 5%
CS(=O)(=O)c1ccc(Cl)c(NC(=O)CSc2nnc(C3CC3)n2C2CC2)c1 | -2% | i | 6% | 0% | 4.2 | -6% | 0.2% | 0% | 2%
COc1cc(S(=O)(=O)N2CCN(C(=O)c3ccccc3F)CC2)c(OC)cc1NC(C)=O | 3% | i | 2% | -6% | -1.8 | -28% | 0.3% | 3% | 1%
COc1ccccc1N1CCN(Cc2ccc(OC)c3ccccc23)CC1 | -37% | i | -15% | -7% | 0.8 | ? | -0.4% | ? | 11%
Cc1ccc2[nH]c(O)c(N=O)c2c1 | -3% | i | 2% | 1% | -3.1 | 9% | 4.3% | -2% | 1%
COc1ccccc1NC(=O)Cn1c2ccccc2c2nc3n(c(=O)c21)CCS3 | -2% | i | -25% | -7% | 1.3 | -16% | -0.3% | -19% | 6%
O=C(CSc1n[nH]c(-c2ccco2)n1)N1c2ccccc2Sc2ccccc21 | 3% | i | -8% | -3% | -0.9 | ? | 3.7% | -3% | 18%
CN(C(=O)COC(=O)C1CCN(S(=O)(=O)c2c(Cl)cccc2Cl)CC1)C1CCCCC1 | 8% | i | 0% | -11% | -3.6 | -10% | -0.4% | 8% | 2%
COc1cc(Cl)c(NS(=O)(=O)c2ccc(-c3ccc(=O)[nH]n3)o2)c(OC)c1 | 19% | i | 0% | 1% | -2.1 | 8% | 6.8% | ? | 8%
CCN(CC)S(=O)(=O)c1ccc2c(c1)N(CC(=O)NCC1CCCO1)C(=O)CO2 (stereo not given) | 1% | i | 5% | -1% | -1.3 | 5% | -0.1% | 0% | -2%
CC(=O)c1ccc(NC(=O)C2CCCN(C(=O)c3ccc(Cl)cc3)C2)cc1 (stereo not given) | -2% | i | 5% | 4% | -3.2 | 2% | 5.4% | 0% | 13%
COc1ccccc1CNc1ccc(-c2nc(C)no2)cc1[N+](=O)[O-] | 7% | ? | 16% | -17% | / | -69% | 0.2% | -2% | /
Cc1cccc2cc(CN(C(=O)c3cnccn3)C3CCCCC3)c(Cl)nc12 | -5% | i | -1% | -1% | -4.2 | ? | -0.2% | -19% | 24%
COc1ccc(CC(=O)Nc2ccc(S(=O)(=O)Nc3nccs3)cc2)cc1 | 1% | i | 1% | -2% | 1.7 | -12% | 0.3% | 2% | 1%
CCn1cc(/C=C(\NC(=O)c2ccccc2F)C(=O)NCCN2CCOCC2)c2ccccc21 | 9% | i | 5% | -3% | -2.5 | 19% | 3.1% | 4% | 3%
COc1cccc(CN(C(=O)c2oc3ccccc3c2C)C2CCS(=O)(=O)C2)c1 (stereo not given) | -26% | / | / | -4% | / | -12% | 0.0% | ? | /
O=C(Nc1ccc2c(c1)OCCO2)c1ccc(Br)cc1 | -17% | i | -22% | -6% | -1.7 | ? | 0.0% | -13% | 6%
O=C(/C=C/[C@H]1O[C@@H](n2ccc(=O)[nH]c2=O)[C@H](O)[C@@H]1O)NCc1ccc2c(c1)OCO2 | -17% | i | 5% | / | -0.7 | / | -1.2% | -12% | 6%
CCCS(=O)(=O)NC(=O)C1(C)CCCN(C(=O)c2c(C)noc2C)C1 (stereo not given) | -19% | i | 5% | / | 0.4 | / | 0.1%[9.22 µM] | 1% | 7%
CCc1ccc(C(O)(CC(C)C)C(CN2CCOCC2)c2ccccc2)cc1 (stereo not given) | -49% | i | / | 2% | -1.3 | -17% | 4.7% | ? | 3%

Quoted at random: 3 records from the list
mol | HepG2 viability | ATXN viability | ATXN2 expr inh | A549 viability | IL2 activator | Nrf2 block | Nrf2 ARE act | TGFb inhibitor | EPAC2 agonist
CCCS(=O)(=O)NC(=O)C1(C)CCCN(C(=O)c2c(C)noc2C)C1 (stereo not given) | -19% | i | 5% | / | 0.4 | / | 0.1%[9.22 µM] | 1% | 7%
O=C(Nc1ccc2c(c1)OCCO2)c1ccc(Br)cc1 | -17% | i | -22% | -6% | -1.7 | ? | 0.0% | -13% | 6%
COc1ccccc1CNc1ccc(-c2nc(C)no2)cc1[N+](=O)[O-] | 7% | ? | 16% | -17% | / | -69% | 0.2% | -2% | /

More records:
mol | HepG2 viability | ATXN viability | ATXN2 expr inh | A549 viability | IL2 activator | Nrf2 block | Nrf2 ARE act | TGFb inhibitor | EPAC2 agonist
CC1(C(=O)NS(=O)(=O)c2ccc(Cl)cc2)CCN1C(=O)C1CCCCC1 (stereo not given) | 5% | i | 1% | / | 1.2 | / | 0.0%[9.22 µM] | -1% | 1%
O=C1N/C(=N\N=C\c2ccccn2)SC1Cc1cccc(SC(F)F)c1 (stereo not given) | -16% | ? | 18µM* | -19% | 0.3 | 16µM* | -0.7% | ? | -10%
CCOc1ccc(NC(=O)CSC2=Nc3ccccc3C3=NC(CCC(=O)NCc4ccco4)C(=O)N23)cc1 (stereo not given) | -1% | / | / | 6% | / | / | 2.9% | 26% | /
COc1ccc(/C=C2/C(=O)N=C3SCCN32)cc1 | 7% | ? | -3% | 1% | 0.1 | -25% | -0.3% | -5% | 3%
Cc1ccc2nc(SCC(=O)Nc3ccc(C)c([N+](=O)[O-])c3)[nH]c2c1 | -13% | i | -18% | 0% | -2.1 | -25% | 4.1% | -24% | 15%
COc1ccc(-c2ccc3oc(-c4ccc(OC)cc4)c(-c4cc(OC)c(OC)c(OC)c4)c3c2)cc1 | 1% | i | 1% | 13% | -0.3 | -3% | -1.1% | 6% | 10%
Cc1cc(C(=O)N2CCCC(N3CCN(c4cccc(Cl)c4)CC3)C2)no1 (stereo not given) | -1% | i | -16% | 1% | -4.6 | -9% | -0.7% | -19% | -4%
COc1ccc(S(=O)(=O)Nc2ccc(NC(C)=O)cc2)cc1[N+](=O)[O-] | 1% | i | -11% | 4% | 2.8 | 5% | 0.7% | -11% | 17%
Cc1nonc1OCCn1c([N+](=O)[O-])cnc1C | -4% | i | 2% | -7% | -1.8 | 6% | -0.1% | 0% | 5%
CC(C)N1C(=O)CC(Nc2ccc(N3CCOCC3)cc2)C1=O (stereo not given) | -11% | i | 23% | -2% | -0.1 | ? | -0.6% | 4% | 1%
O=C(Nc1ccccc1)/C(=C/c1ccc([N+](=O)[O-])cc1)NC(=O)c1ccco1 | -11% | i | ? | -11% | 0.2 | 8% | 11% | 6% | 2%
